# 14-3-3g Raf: modulators of human 14-3-3 gamma - Raf peptide interaction; P61981; FP, 14-3-3gamma / TMR-pS259-Raf peptide binding; inhibition, % at 40 µM; 160,000 compounds, 0.19% hits; in the data active means inhibition above about 30%;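 further: 0% = protein plus tracer without compound and 100% = blank with tracer alone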
# Target sequence (P61981 whole entry, looked up): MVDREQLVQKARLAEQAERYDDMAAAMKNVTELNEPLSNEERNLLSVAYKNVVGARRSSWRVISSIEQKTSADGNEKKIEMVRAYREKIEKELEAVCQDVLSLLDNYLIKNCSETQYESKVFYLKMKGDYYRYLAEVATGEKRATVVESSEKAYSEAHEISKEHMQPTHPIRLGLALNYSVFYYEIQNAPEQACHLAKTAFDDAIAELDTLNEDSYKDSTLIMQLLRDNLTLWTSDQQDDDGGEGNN
# Active calls of the source: *; & = joins results of further samples.
SMILES,14-3-3g Raf
CCCOc1ccc(N2C(=O)CC(NCc3cccnc3)C2=O)cc1 (centres undefined),-12.9
COc1ccccc1NC(=O)CSc1nnc(COc2ccc(Cl)cc2)n1Cc1ccco1,0.8
CC(=O)N1c2c(cc(Br)cc2S(=O)(=O)N2CCC(N3CCCCC3)CC2)CC1C (centres undefined),-2.0
O=[N+]([O-])c1ccc(Sc2nnc(COc3ccccc3)n2-c2ccccc2)c2cccnc12,-2.8
O=C(CSc1c[nH]c2ccccc12)N1CCOCC1,0.0
COC(=O)C1=C(C)NC2=C(C(=O)CC(C)(C)C2)C1c1cc(OC)c(OC)cc1[N+](=O)[O-] (centres undefined),-2.7
N#C/C(C(=O)NCc1ccccc1)=C1\SC(CCO)C(=O)N1c1ccccc1 (centres undefined),-12.1
CCOc1ccccc1NC(=O)c1oc(=O)c2ccccc2c1-c1ccccc1,8.0
O=C(CSCC(=O)Nc1ccccc1[N+](=O)[O-])Nc1ccc2ccccc2c1,-3.1
CC(CN1CCOCC1)OC(=O)COc1ccc(F)cc1 (centres undefined),-5.5
COc1ccc(-c2cc(C(=O)NCC3CCCO3)c3cc(C(C)C)ccc3n2)cc1 (centres undefined),-22.8
COCCN1C=C(C(=O)OC)C(c2cc3c(cc2Br)OCO3)C(C(=O)OC)=C1,-0.6&6.0
C=CCc1ccccc1OCC(O)CNC (centres undefined),-2.5
CCOC(=O)C1=C(C)NC(=O)NC1c1c(OCC(=O)N2CCCCC2)ccc2ccccc12 (centres undefined),0.7
CCOC(=O)N1CCN(C(=O)CCC(=O)N2CCOc3ccc(C)cc32)CC1,5.4
CC(=O)N(CCCN(C)C)Cc1ccccn1,-9.6
O=C(O)CCC(=O)N1CCCC1C(=O)O (centres undefined),2.8
Cc1ccc(S(=O)(=O)N(C)Cc2ccc(-c3nnco3)cc2)cc1,-9.1
CC1=C(C(=O)c2ccccc2)C(c2ccccc2)NC(=O)N1 (centres undefined),3.4
Cc1ccc(C(=O)CNc2nc3c(c(=O)[nH]c(=O)n3C)n2Cc2ccccc2)cc1,-4.2
CCOC(=O)c1c(C)oc2ccc(OC(=O)c3cccc([N+](=O)[O-])c3)cc12,-1.6
COc1ccc(C2C(C(=O)Nc3cc(Cl)ccc3OC)c3ccccc3C(=O)N2Cc2ccc(F)cc2)cc1 (centres undefined),-2.9
CC(CNC(=O)c1ccc(Br)o1)NC(=O)c1ccc(Br)o1 (centres undefined),-0.9
O=C(CCc1ccccc1)Nc1c2c(nn1-c1ccc([N+](=O)[O-])cc1)CS(=O)(=O)C2,-5.9
CCOC(=O)c1c(-c2ccc(Br)cc2)csc1NC(=O)c1ccccc1C(=O)O,-1.8
Cn1nc(-c2ccc(N3CCCCC3)c(NC(=O)c3ccc(Cl)cc3)c2)c2ccccc2c1=O,-9.6
Cc1ccc(-c2n[nH]c(=O)c3ccccc23)cc1S(=O)(=O)N1CCCCC1,20.6
Cc1ccc(C(c2ccc(C)o2)c2cc(Br)ccc2O)o1,-22.1
O=C(CC1SC(=O)NC1=O)Oc1ccc(C2Oc3ccccc3C3CC(c4ccccc4)=NN32)cc1 (centres undefined),-12.7
CN1C(=O)c2ccccc2C(C(=O)N2CCC(C(N)=O)CC2)C1c1cccs1 (centres undefined),1.9
O=C(CCn1c(=O)oc2ccccc21)N(Cc1ccccc1)c1ccccn1,-12.9
O=C(c1cc2nc(-c3ccccc3)cc(-c3ccccc3)n2n1)N1CCN(C(=O)c2ccco2)CC1,-4.2
Nc1cccc(-c2nc3cc4sc(-c5cccc(N)c5)nc4cc3s2)c1,-14.7
CCCCOc1ccc(-c2c(C#N)c(N)nc(SC)c2C#N)cc1,5.2
NC(=O)c1c(N)c(C(N)=S)n2c1CCC2,-2.5
CCOc1ccc(NC(=O)CN2CCN(C(=O)c3ccccc3F)CC2)cc1,-5.7
COc1ccc(C(=O)Oc2ccc(NC3=NS(=O)(=O)c4ccccc43)cc2)cc1,0.2
N#CCc1ccc(NC(=O)Cc2ccc([N+](=O)[O-])cc2)cc1,-0.3
O=C(Nc1nc2ccccc2s1)c1ccc(Cl)s1,0.1
CC(=O)N1CCc2cc(S(=O)(=O)Nc3ccccc3N3CCN(C)CC3)ccc21,-1.7
CCOC(=O)c1oc2ccccc2c1NC(=O)c1cccs1,1.1
CC(CSc1nc2ccccc2s1)Cn1c(N2CCCC2)nc2c1c(=O)[nH]c(=O)n2C (centres undefined),-4.9
O=C(CCn1c(=S)oc2ccccc21)Nc1ccc2c(c1)OCCO2,1.2&2.5
O=C(Cn1cccc1C(=O)c1ccccc1)NCc1ccccn1,1.2
CCOc1ccc2nc(NC(=O)c3ccccc3Oc3ccccc3)sc2c1,-2.2
CCC(=O)N1CCc2cc(S(=O)(=O)N3CCN(C4CCCCC4)CC3)ccc21,-9.8
CC1=C(C(=O)N2CCCCC2)C(c2ccc(F)cc2)n2c(nc3ccccc32)N1 (centres undefined),-8.5
CCCCC(CC)C(=O)NCCCN1CCN(CCCNC(=O)C(CC)CCCC)CC1 (centres undefined),2.2

# The list goes on; the last 2 above are carried over.
SMILES,14-3-3g Raf
CC1=C(C(=O)N2CCCCC2)C(c2ccc(F)cc2)n2c(nc3ccccc32)N1 (centres undefined),-8.5
CCCCC(CC)C(=O)NCCCN1CCN(CCCNC(=O)C(CC)CCCC)CC1 (centres undefined),2.2
O=C(O)c1[nH]c2ccccc2c1CC(=O)N1CCN(C(=O)c2ccco2)CC1,-5.8
CC1(C)C2CCC1(C)C(OC(=O)CSc1nc(N)cc(=O)[nH]1)C2 (centres undefined),3.0&-18.4
O=C1OC(Nc2ccccc2Cl)c2ccccc21 (centres undefined),-11.7
COc1ccc(-c2noc(CCC(=O)Nc3ccc(OC)c(OC)c3)n2)cc1,-5.3
CC(C)(C)c1ccc(CSC2=Nc3ccccc3C3=NC(CC(=O)NCc4cccs4)C(=O)N23)cc1 (centres undefined),-12.6
COC(=O)c1ccc(C=Nc2ccc(Cl)c(-c3nc4ccc(C)cc4o3)c2)cc1,-3.2
Cc1ccc(-n2c(=O)c3sccc3n(Cc3cc(C)ccc3C)c2=O)cc1,-4.3
COc1cc(OC)cc(C(=O)Nc2ccccc2N2CCOCC2)c1,-13.5
CCC(C)(C)n1nnnc1CN(Cc1ccc(Cl)cc1)Cc1ccco1,-8.3
CCN1CCN(C(=O)c2oc3ccc(S(=O)(=O)N4CCCCCC4)cc3c2C)CC1,-7.6
O=C(CSc1nc(-c2ccccc2)nc2c1CCCC2)c1ccc(F)cc1,-11.4
S=c1nc(-c2ccccc2)oc2c1CCCC2,-11.6
c1ccc(-c2nnc3n2NC(c2ccc4c(c2)OCO4)S3)cc1 (centres undefined),-0.8
COc1ccc(Br)cc1CNC(=O)C1CCC(=O)N1C(C)C (centres undefined),-4.8&0.3
CCOC(=O)c1cnc(Nc2nc3ccccc3o2)nc1CN1CCN(c2ccccc2)CC1,-7.8
CCOc1ccc(-c2nnc(SCC(=O)N3CCOCC3)o2)cc1,-5.5&2.0
CCCCCCCCCC[Si](C)(C)CCC(=O)NC(Cc1ccc(C)cc1)c1ccccc1 (centres undefined),-3.6
CCOc1ccc(C2C(C(=O)OC(C)C)=C(C)N=C3SCCC(=O)N32)cc1OCC (centres undefined),-9.5
Cc1ccc(S(=O)(=O)N=C(Nc2ccc(Oc3ccccc3)cc2)Nc2nc(C)cc(C)n2)cc1,8.0
COc1ccc(-c2c(C#N)c(SCc3ccccc3)nc(C)c2C(=O)Nc2ccccc2)cc1,-44.9
O=C(CCn1nc(-c2ccc(Cl)cc2)ccc1=O)NCCCN1CCCCC1,-9.8
CCOc1cccc2c1OC(c1cc(OC)c(OC)c(OC)c1)N1N=C(c3ccco3)CC21 (centres undefined),-28.2
O=C(NC1CCCCC1)N1CCCCCC1,-0.5
CC(Cc1ccccc1)NC(=O)C12CC3CC(CC(C3)C1)C2 (centres undefined),-1.5

# Part of the list above in order of length of the SMILES, ascending:
SMILES,14-3-3g Raf
O=C(NC1CCCCC1)N1CCCCCC1,-0.5
O=C1OC(Nc2ccccc2Cl)c2ccccc21 (centres undefined),-11.7
CC1=C(C(=O)c2ccccc2)C(c2ccccc2)NC(=O)N1 (centres undefined),3.4
O=C(CCn1c(=S)oc2ccccc21)Nc1ccc2c(c1)OCCO2,1.2&2.5
O=C(CSc1nc(-c2ccccc2)nc2c1CCCC2)c1ccc(F)cc1,-11.4
CCOc1ccccc1NC(=O)c1oc(=O)c2ccccc2c1-c1ccccc1,8.0
CCOC(=O)N1CCN(C(=O)CCC(=O)N2CCOc3ccc(C)cc32)CC1,5.4
COc1ccc(-c2cc(C(=O)NCC3CCCO3)c3cc(C(C)C)ccc3n2)cc1 (centres undefined),-22.8
CCCCCCCCCC[Si](C)(C)CCC(=O)NC(Cc1ccc(C)cc1)c1ccccc1 (centres undefined),-3.6
CC(=O)N1c2c(cc(Br)cc2S(=O)(=O)N2CCC(N3CCCCC3)CC2)CC1C (centres undefined),-2.0
CCOC(=O)C1=C(C)NC(=O)NC1c1c(OCC(=O)N2CCCCC2)ccc2ccccc12 (centres undefined),0.7
O=C(CC1SC(=O)NC1=O)Oc1ccc(C2Oc3ccccc3C3CC(c4ccccc4)=NN32)cc1 (centres undefined),-12.7
CC(C)(C)c1ccc(CSC2=Nc3ccccc3C3=NC(CC(=O)NCc4cccs4)C(=O)N23)cc1 (centres undefined),-12.6
COc1ccc(C2C(C(=O)Nc3cc(Cl)ccc3OC)c3ccccc3C(=O)N2Cc2ccc(F)cc2)cc1 (centres undefined),-2.9
COC(=O)C1=C(C)NC2=C(C(=O)CC(C)(C)C2)C1c1cc(OC)c(OC)cc1[N+](=O)[O-] (centres undefined),-2.7

# Next section:
SMILES,14-3-3g Raf
CC1CCN(S(=O)(=O)N2CCC(C(=O)N3CCCCC3)CC2)CC1,-10.8
Cc1ccc(NS(=O)(=O)c2cc(C(=O)Nc3cccc([N+](=O)[O-])c3)ccc2Br)cc1,-25.0
Cn1cccc1Cc1nnc(SCC(=O)NC2CCCC2)n1-c1ccc(F)cc1,0.1
COc1ccc(C2C3=C(CCCC3=O)Nc3nc(C(F)(F)F)nn32)c(OC)c1OC (centres undefined),-7.1
CCOC(=O)C1C(=O)CC(C)(O)C(C(=O)OCC)C1c1ccc(C(C)C)cc1 (centres undefined),-6.9
CCN(CC)S(=O)(=O)N1CCCC(C(=O)NC2CCCc3ccccc32)C1 (centres undefined),-2.2
CCN1CCCC1CNC(=O)CCNC(=O)c1cc(OC)c(OC)c(OC)c1 (centres undefined),-7.9
COc1cc(/C=N/n2cnnc2)ccc1OCC(=O)N1CCOCC1,4.2
CC1CC(c2ccccc2)n2nc(NC(=O)CCc3ccccc3)nc2N1 (centres undefined),-1.3
CCOC(=O)c1cc2c(=O)n3ccccc3nc2n(CCCO)c1=N,-4.7
NC(=O)CSc1nc2ccccc2nc1SCC(N)=O,-8.6
CCN1CCc2nc(NC(=O)c3ccc4c(c3)OCCO4)sc2C1,-24.4
Cc1cc(C)n2nc(SCc3ncc(-c4ccccc4)o3)nc2n1,-1.5
O=c1cc(Cl)c2ccccc2o1,-5.0
COc1ccc(-n2nc(C(=O)NCC(=O)NC3CCCC(C)C3C)c3ccccc3c2=O)cc1 (centres undefined),7.5
O=C(OCC#CCSc1nnc(-c2ccccc2)o1)c1cccs1,-2.3
O=C(Cn1cc([N+](=O)[O-])cn1)NCC1CCCO1 (centres undefined),-1.3
Cc1nnc2sc(-c3ccc(-c4ccc(Cl)c(C(F)(F)F)c4)o3)nn12,-23.0
Cc1ncc(CO)c2cc(-c3nnc(Nc4ccccc4F)s3)c(=O)oc12,2.4
Cc1ccc(S(=O)(=O)N2CCN(C(C)CCc3ccccc3)CC2)cc1 (centres undefined),1.7
CN(C)c1ccc(C(=O)Nc2nc3c(s2)C(=O)CC(C)(C)C3)cc1,-0.9
O=C1c2cccnc2C(=O)N1Cc1ccc(F)cc1,-3.4
COc1cc(OC)c(NC(=O)c2ccc(Br)o2)cc1Cl,-4.9
CCCCOC(=O)Nc1ccc(S(=O)(=O)Nn2cnnc2)cc1,-3.7
CCc1cc2cccc(C)c2nc1SCC(=O)N1CCN(C(=O)c2ccco2)CC1,3.0
Cc1ccc(CNC(=O)c2cc3cc4ccc(C)cc4nc3s2)cc1,-4.7
Cc1ccc(-c2csc(NC(=O)CN3C(=O)CCC3=O)n2)cc1C,-7.4
Cn1nccc1/C=C(/C#N)S(=O)(=O)c1ccccc1,-7.2
COc1ccc(C(=O)Nc2cccc(-c3nc4ncccc4o3)c2)cc1[N+](=O)[O-],-77.4
Cc1nn(C(C)(C)C)c(OC(=O)c2ccccc2Br)c1S(=O)(=O)c1ccccc1,-0.1
O=S(=O)(N1CCCCC1)n1nnc2ccccc21,-10.2
Clc1ccc(CN2C3=NCCN3c3ccccc32)cc1,-4.6&-3.3
Cc1cc(O)ccc1Nc1nc2ccccc2nc1Nc1ccc(O)cc1C,-72.6
CCn1c(Cc2ccccc2)nnc1SCC(=O)OC(C)C,3.1
COc1ccc2oc(=O)c(-c3nnc(Nc4cc(Cl)ccc4OC)s3)cc2c1,-6.1
O=C(/C=C/c1ccccc1)c1ccccc1,4.9
Cc1nnc2n1NC(c1ccc(Cl)cc1)C(C(=O)N1CCC(C)CC1)S2 (centres undefined),-1.4
CCN1CCN(C(=O)CN2C(=O)COc3ccccc32)CC1,0.0
CSCCC(C(=O)Nc1cccc(C(C)=O)c1)N1C(=O)C2C3c4ccccc4C(c4ccccc43)C2C1=O (centres undefined),-143.1
CC(=O)OCC(OC(C)=O)C(OC(C)=O)C(OC(C)=O)C(=O)Nc1ccc(C)cc1C (centres undefined),-0.2
O=C(NCc1nc2ccccc2[nH]1)c1cccs1,-5.0&-10.6
O=C(Nc1nc2c(cc3c4c(cccc42)CC3)s1)c1ccc(S(=O)(=O)N2CCCC2)cc1,-89.1
O=C(NCc1ccc(F)cc1)c1cc(-c2ccco2)on1,-6.6
COc1ccc(OC)c(NC(=O)c2sc3nc4c(cc3c2N)CCCCC4)c1,3.5
O=C(NCCc1ccc(Cl)cc1)C(NS(=O)(=O)c1cccs1)c1ccccc1 (centres undefined),-10.7
Cc1nn(Cc2ccccc2Cl)c(C)c1NC(=O)C1C2CCC(O2)C1C(=O)O (centres undefined),-5.8
COc1ccc(-c2cc(C)c3c(ccc4ccccc43)n2)cc1,-3.4
Cc1ccc(C)n1-c1ccccc1C(=O)O,9.8
O=C(Nc1ccc(-c2ccc([N+](=O)[O-])cc2)cc1)c1ccc(Br)cc1,-1.0
COc1ccc(NC(=O)CCCCl)cc1,-5.9
O=C1CCCC2=C1C(c1cccc(O)c1)C1=C(N2)c2ccccc2C1=O (centres undefined),-43.3

# Screening data as filed in PubChem.

# A portion of the library; count on the stated rates, not on these rows.
